EPAC2 antag – qHTS for Antagonist of cAMP-regulated guanine nucleotide exchange factor 2 (EPAC2): primary screen; 360,000 tested, 0.18% active; Rap guanine nucleotide exchange factor 4 (Homo sapiens), Q8WZA2; Potency, µM (doses to about 114 µM), without a hit: at the top dose activity, negative = inhibition, usual class: inhibitors; EPAC2 GEF exchange of Rap1B-BODIPY-GDP, fluorescence; note: potency is the fitted concentration of half-maximal effect; % is set by controls: 0 for no effect and ±100 for the full control effect; nearly all actives have a fitted effect of over 45% in size; many of its hits are not listed in these tables
Target sequence (Q8WZA2 whole entry, looked up): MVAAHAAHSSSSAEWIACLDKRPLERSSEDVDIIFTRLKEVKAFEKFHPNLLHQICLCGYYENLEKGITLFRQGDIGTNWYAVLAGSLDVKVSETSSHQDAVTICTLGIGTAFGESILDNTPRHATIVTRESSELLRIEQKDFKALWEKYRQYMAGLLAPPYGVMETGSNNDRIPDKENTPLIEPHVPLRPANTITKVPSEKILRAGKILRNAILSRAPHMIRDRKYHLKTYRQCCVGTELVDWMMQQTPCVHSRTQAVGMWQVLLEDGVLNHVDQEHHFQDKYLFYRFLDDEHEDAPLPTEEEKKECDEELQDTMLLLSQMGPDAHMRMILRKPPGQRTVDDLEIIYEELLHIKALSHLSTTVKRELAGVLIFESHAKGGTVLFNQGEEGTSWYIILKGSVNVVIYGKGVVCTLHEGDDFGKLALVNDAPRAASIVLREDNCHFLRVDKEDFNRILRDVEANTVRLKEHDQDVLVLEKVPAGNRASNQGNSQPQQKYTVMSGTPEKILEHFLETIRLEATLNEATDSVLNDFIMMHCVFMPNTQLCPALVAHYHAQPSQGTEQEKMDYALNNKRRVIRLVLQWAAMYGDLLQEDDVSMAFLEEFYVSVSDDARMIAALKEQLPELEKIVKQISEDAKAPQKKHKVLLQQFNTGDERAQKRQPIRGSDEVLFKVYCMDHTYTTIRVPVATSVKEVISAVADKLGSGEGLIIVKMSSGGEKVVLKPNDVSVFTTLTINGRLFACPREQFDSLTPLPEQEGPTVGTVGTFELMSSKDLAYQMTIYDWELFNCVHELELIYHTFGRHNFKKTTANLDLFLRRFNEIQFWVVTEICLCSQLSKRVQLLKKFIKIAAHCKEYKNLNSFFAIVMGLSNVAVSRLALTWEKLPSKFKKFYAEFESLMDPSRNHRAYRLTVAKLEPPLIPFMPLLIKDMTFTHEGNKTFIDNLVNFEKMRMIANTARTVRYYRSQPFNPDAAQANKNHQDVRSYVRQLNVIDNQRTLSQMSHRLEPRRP
MmCpn inh – Inhibitors of TCP-1 ring complex (TRiC) of Methanococcus maripaludis (MmCpn): qHTS | Chaperonin Mm-Cpn (Methanococcus maripaludis) | purified Mm-Cpn ATPase, ADP Transcreener TR-FRET | Potency, µM (highest dose often 76.9 µM), inactives show at the highest dose activity, negative = inhibition, actives largely listed as inhibitors | 330,000 tested, 0.031% active; note: potency is the fitted concentration of half-maximal effect; % is set by controls: 0 for no effect and ±100 for the full control effect; nearly all actives have a fitted effect of over 80% in size
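Measured: ADP formation by purified Mm-CPN. Conditions: 25 nM protein, 10 uM ATP, Tris pH 7.4 with Mg2+, K+ and DTT, 37°C for 30 min. Detection: Transcreener HTRF after 30 min at room temperature.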
Nrf2 activator – qHTS of Nrf2 Activators | AREc32 ARE-luciferase reporter (MCF7-derived line), luminescence, 24 h | Potency, µM (series often up to 46.1 µM), for the others: top-dose activation, hits mostly activators | 410,000 tested, 0.31% active | AID 624171, 2012; note: potency is the fitted concentration of half-maximal effect; % of control where 0% means no effect; nearly all actives have a fitted effect of over 65% in size
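ARE-driven firefly luciferase activity in AREc32 cells measured after a 24 hr compound exposure at 37 deg C, using Steady-Glo reagent and a 30 min room-temperature hold.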
CCT modulator – High-Throughput Screening for Modulators of Cytosolic Chaperonin Activity; activity change, % (test concentration not listed), hits read low; 360,000 tested, 0.3% active; purified chaperonin ATPase assay, HTRF ADP detection, 30 min; in the data active = activity change below about -30%; note: % is set by controls: 0 for no effect and ±100 for the full control effect
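TRiC at 40 or 20 nM final (batch-dependent) in 30 mM Tris pH 7.4, 100 mM KCl, 5 mM MgCl2, 1 mM DTT, with compound at single 76 uM and 10 uM ATP, 30 min at 37 deg C. ADP detected by HTRF Transcreener, 665/615 ratio.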
TGFb inhibitor – qHTS for Inhibitors of TGF-b; HepG2 CAGA-GFP TGF-b/SMAD3 reporter, GFP fluorescence, 18 h; TGF-beta stimulated, 500 pg/mL final; Potency, µM (top dose mostly 46.1 µM), for inactives: at the highest dose activity, negative = inhibition, actives largely listed as inhibitors; 410,000 tested, 1.2% active; note: potency is the fitted concentration of half-maximal effect; % is set by controls: 0 for no effect and ±100 for the full control effect; nearly all actives have a fitted effect of over 65% in size
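Inhibition was scored as loss of TGF-beta-induced (500 pg/mL final, 18 hours, 37 degrees C) GFP in HEPG2 cells carrying a CAGA-GFP reporter, in DMEM with 1% FBS. Well GFP was summed per cell; Activity was normalised to unstimulated and stimulated DMSO wells, then concentration-response fitting.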
Nrf2 block – Nrf2 qHTS screen for inhibitors. A549 ARE-Fluc reporter, luciferase luminescence, 18-24 h. AID 504444, 2011. 360,000 tested, 2.1% active. Potency, µM (titrated, usually from 46 µM), for the others: at the highest dose activity change, negative = inhibition, most hits filed as inhibitors; note: potency is the fitted concentration of half-maximal effect; % is set by controls: 0 for no effect and ±100 for the full control effect; nearly all actives have a fitted effect of over 60% in size
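Concentration-response testing used A549 ARE_Fluc cells at 5000 cells/well. Following an 18-24 h compound incubation, viability was read by fluorescence (Ex 405/Em 525) and luciferase output by luminescence.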
pAkt inh – HTS Assay for Inhibitors of Akt Phophorylation: Primary Screen. Neuro2A IGF-stimulated pAkt S473 HTRF, 20 min; active compounds read low. activity change, % for hits at 50 µM. 360,000 tested, 0.32% active; in the data active = activity change below about -80%; inconclusive = mostly about -51% to -80%; note: % is set by controls: 0 for no effect and ±100 for the full control effect
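Neuro2A cells in DMEM with 0.5% FBS, overnight at 37 deg C, given compound at single 50 µM final, then IGF (6 nM final) for 20 min at 37 deg C. Lysed; phospho-Akt Ser473 by HTRF after 24 h, 665/615 ratio.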
A549 viability – Nrf2 qHTS screen for inhibitors: counterscreen for cytotoxicity. A549 ARE-Fluc cells, CellTiter-Fluor viability, 18-24 h. Potency, µM (doses to about 46 µM), inactives show at the top dose activity change, negative = cytotoxicity, usual class: inhibitors. 390,000 tested, 0.16% active. AID 504648, 2011; note: potency is the fitted concentration of half-maximal effect; % is set by controls: 0 for no effect and ±100 for the full control effect
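A549 ARE_Fluc cells in 5% FBS OPTI-MEM were exposed to compounds in concentration-response for 18-24 h at 37 deg C. Viability was read by CellTiter-Fluor fluorescence (Ex 405/Em 525) after 30 min, before the luciferase read.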
EPAC2 ag – qHTS for Agonist of cAMP-regulated guanine nucleotide exchange factor 4 (EPAC2): primary screen | Rap guanine nucleotide exchange factor 4 (Homo sapiens), Q8WZA2 | EPAC2 activation, biochemical qHTS; response scale: 100% = 6.5 mM cAMP response | Potency, µM (top dose mostly 154 µM), inactives show at the top dose activation, most hits filed as activators | 360,000 tested, 0.079% active; note: potency is the fitted concentration of half-maximal effect; nearly all actives have a fitted effect of over 50% in size
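In this primary screen, activation is scored as increased exchange of BODIPY-GDP from Rap1B by 100 nM EPAC2, with 50 uM GDP as competitor. Signal is normalized to the 6.5 mM cAMP agonist control.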
Numbers without * were called inactive; i = inactive; u = inconclusive; x = not tested or not shown. Unless noted, calls come from the whole dose curve; as a rule, active = well fitted curve in the direction sought with a large enough effect; inconclusive = small, poorly fitted or top-dose-only effect, or another doubt; inactive = no such curve, though single readings can be large; an effect the other way counts as inactive or inconclusive.

Screens in order: EPAC2 antag	MmCpn inh	Nrf2 activator	CCT modulator	TGFb inhibitor	Nrf2 block	pAkt inh	A549 viability	EPAC2 ag
> CN(Cc1ccccc1)C(=O)CN1CCN(C(c2ccccc2)c2ccccc2)CC1
→ -13%	2%	3.0%	-1.2	u	u	i	-8%	24%
> O=C(N/N=C/c1ccc(N2CCOCC2)s1)c1ccccc1Br
→ -2%	-1%	0.5%	-2.5	u	7%	i	-4%	8%
> Cn1cnnc1SC1c2cccc3cccc(c23)C1NS(=O)(=O)c1ccccc1 (stereo not given)
→ 2%	1%	2.8%	-1.7	-21%	7%	i	-2%	-2%
> O=C(NC(=S)Nc1ccc(O)cc1)c1cncc(Br)c1
→ 1%	x	3.7%	0.3	6%	19%	i	0%	8%
> O=C(CCn1c(=O)sc2ccccc21)NCCN1CCOCC1
→ -8%	x	-0.6%	0.9	0%	6%	i	0%	10%
> CN(Cc1cnn(C)c1)C(=O)CC1C(=O)NCCN1Cc1cccc(Oc2ccccc2)c1 (stereo not given)
→ -3%	-2%	-0.2%	-0.7	-1%	-9%	i	4%	-2%
> O=C(C1CCC1)N1CCc2cc(S(=O)(=O)N3CCCCC3)ccc21
→ 12%	0%	-0.6%	0.3	6%	-1%	i	0%	-10%
> O=C(CC1C(=O)NCCN1Cc1cccc(C(F)(F)F)c1)NC1CCOCC1 (stereo not given)
→ 10%	-3%	0.4%	-0.1	-2%	15%	i	-5%	6%
> COc1ccc(CCNc2oc(-c3ccc(OC)c(OC)c3)nc2P(=O)(OC)OC)cc1OC
→ 6%	-6%	0.3%	-1.0	7%	-5%	i	-3%	6%
> Cc1ccc(NC(=O)c2cccc(NC(=O)CCC(=O)O)c2)cc1C
→ 11%	1%	0.5%	0.5	-13%	-2%	i	-11%	0%
> CC1=C(C(=O)N2CCOCC2)CC(CC(=O)NCCCCc2ccccc2)C(=O)N1Cc1ccc(F)cc1 (stereo not given)
→ -8%	x	0.1%	0.9	1%	x	i	x	2%
> CCn1c(CC(=O)Nc2ccccc2)nnc1SCC(=O)NC1CCCC1
→ 1%	-1%	0.1%	-1.6	4%	7%	i	1%	-1%
> CCn1c(C)[n+](CC)c2ccc(C(=O)N(C)c3ccccc3)cc21
→ -5%	-3%	-0.5%	-33*	11%	12%	i	-3%	3%
> Cc1cccc2[nH]c(CN(C)C(=O)CC3C(=O)NCCN3CC(C)(C)C)nc12 (stereo not given)
→ 8%	1%	3.6%	-0.1	16%	2%	i	3%	-1%
> O=C(COC(=O)COc1ccc(Br)cc1)Nc1ccc2c(c1)OCCO2
→ -9%	-1%	-0.2%	-0.7	1%	10%	i	0%	4%
> Cc1cc(NC(=O)c2ccccc2-c2ccccc2)ccc1Br
→ 0%	-1%	-0.2%	-1.9	u	-29%	i	-1%	9%
> COc1cccc2cc(C(=O)Nc3ccc(F)cc3)c(=Nc3ccc(C(=O)O)cc3)oc12
→ 14%	1%	25%	-13	-2%	8%	i	-1%	10%
> CC(=O)Nc1ccccc1NS(=O)(=O)c1ccc(Cl)cc1
→ 10%	2%	-0.2%	-1.3	u	u	i	2%	-3%
> Cc1cc(C)c2nc(N3CCC(C(=O)NCCCN4CC(C)CC(C)C4)CC3)sc2c1 (stereo not given)
→ 24%	0%	2.1%	3.3	-3%	u	i	7%	-8%
> C=CCn1c(=O)c2ccccc2n2c(SCc3csc(-c4ccccc4)n3)nnc12
→ 2%	-1%	12%	0.6	-7%	-7%	i	-3%	12%

Part of the list above, in CSV form.
SMILES,EPAC2 antag,MmCpn inh,Nrf2 activator,CCT modulator,TGFb inhibitor,Nrf2 block,pAkt inh,A549 viability,EPAC2 ag
CCn1c(CC(=O)Nc2ccccc2)nnc1SCC(=O)NC1CCCC1,1%,-1%,0.1%,-1.6,4%,7%,i,1%,-1%
Cc1cc(C)c2nc(N3CCC(C(=O)NCCCN4CC(C)CC(C)C4)CC3)sc2c1 (stereo not given),24%,0%,2.1%,3.3,-3%,u,i,7%,-8%

Remaining list, next part
Screens in order: EPAC2 antag	MmCpn inh	Nrf2 activator	CCT modulator	TGFb inhibitor	Nrf2 block	pAkt inh	A549 viability	EPAC2 ag
> COc1ccc(/C=N/OCc2ccccc2C#N)c(OC)c1
→ 5%	-2%	3.7%	-3.0	5%	u	i	0%	10%
> COc1ccc(C(=O)Nc2ccc(N3CCN(C)CC3)cc2)cc1[N+](=O)[O-]
→ -6%	1%	-0.4%	-0.2	0%	4%	i	1%	0%
> C[N+](C)(C)CC/C=C1/c2ccccc2CSc2ccccc21
→ 8%	0%	-0.2%	-0.8	-22%	-15%	i	-1%	8%
> c1ccc(-c2nnc(-c3ccco3)o2)cc1
→ 6%	-3%	u	-1.1	8%	u	i	-2%	-3%
> Cc1ccc(S(=O)(=O)N2CCOCC2)cc1NC(=O)CSc1nnc2n1CCCCC2
→ -6%	1%	-1.8%	-1.5	-1%	-6%	i	-2%	4%
> Cc1ccc(S(=O)(=O)N(CC(=O)N/N=C/c2cccc3c2OCCO3)c2ccccc2F)cc1
→ 0%	2%	7.6%	3.1	u	-25%	i	1%	11%
> Cn1c2ccccc2c2cc(C(=O)O)ccc21
→ -5%	0%	0.5%	-4.1	-15%	-9%	i	2%	13%
> CC1(C)CC(=O)c2cc(C(=O)NC3CCSC3=O)c(=O)n(-c3ccc(Cl)cc3)c2C1 (stereo not given)
→ -1%	0%	0.1%	-4.6	-5%	-13%	i	0%	8%
> CCOC(=O)[C@]12CCCC=C1N(Cc1ccco1)C(=O)[C@H](CC(=O)NCCCCc1ccccc1)C2
→ -10%	x	-0.5%	-1.7	x	x	i	x	8%
> CCC(=O)Nc1ccc2nn(-c3ccc(F)cc3)nc2c1
→ -1%	-2%	-0.6%	-1.0	8%	u	i	4%	1%
> COC(=O)c1ccccc1-c1cn(C)c2ccccc2c1=O
→ 3%	-10%	1.0%	1.3	-14%	10%	i	2%	-3%
> COc1ccc(CNC(=O)C2CCN(S(=O)(=O)N3CCOCC3)CC2)cc1
→ -6%	-1%	0.2%	2.0	u	11%	i	-2%	8%
> COc1ccc(Cn2c(=O)[nH]c3cc(C(=O)NCCCN4CCCC4=O)ccc3c2=O)cc1
→ 2%	0%	0.4%	1.4	-12%	7%	i	-7%	-10%
> COc1ccc(/C=C/C(=O)NCCc2c[nH]c3ccccc23)cc1OC
→ 0%	-9%	4.8%	-0.5	-3%	-3%	i	-1%	3%
> C/C(Cn1nnc([N+](=O)[O-])n1)=N\NC(=O)c1ccccc1O
→ 7%	1%	1.5%	-0.7	-42%	-29%	i	-10%	12%
> CSc1nnc(N2C(=O)C(O)=C(C(=O)c3ccco3)C2c2ccccc2)s1 (stereo not given)
→ -1%	-19%	26%	-5.2	0%	-2%	i	4%	-3%
> O=S(=O)(N/N=C1\CCCc2ccccc21)c1ccccc1
→ -10%	1%	5.0%	0.9	8%	u	i	11%	6%
> Cc1cc(Cl)cc(Cl)c1CNc1c([N+](=O)[O-])c(=O)oc2ccccc12
→ -1%	2%	3.2%	1.8	u	7%	i	-1%	-5%
> CCCCn1c(SCC(=O)N(C)C)nnc1-c1ccncc1
→ 2%	1%	0.1%	0.1	-3%	7%	i	-6%	-6%
> CCCCN1C(=O)C(=O)NC[C@@H]1C(C)O (stereo not given in full)
→ 5%	0%	-0.2%	-1.7	-23%	-11%	i	-1%	4%
> COc1cc(-n2c(=O)c3ccccc3n(Cc3ccccc3)c2=O)cc(OC)c1OC
→ 8%	-1%	-1.0%	0.8	-6%	4%	i	-6%	-1%
> COc1cc(NC(=S)NC(=O)c2cccs2)ccc1NC(=O)C(C)C
→ -7%	-1%	1.1%	-1.2	-8%	21%	i	1%	11%
> Cc1ccc(-n2ncc3c(=O)n(CC#N)cnc32)cc1
→ 10%	1%	1.8%	-1.4	2%	u	i	25%	7%
> O=C(O)/C=C/S(=O)(=O)c1ccc2ccccc2c1
→ -3%	0%	27%	-2.0	2%	8%	i	-5%	11%
> CCn1c2ccccc2c2cc(C3C(C#N)=C(N)Oc4n[nH]c(COC)c43)ccc21 (stereo not given)
→ 0%	1%	8.2%	-1.9	10µM*	u	x	-15%	10%
> CCOC(=O)CC1(NC(=O)C2CCC(=O)N(CCc3ccc(OC)cc3)C2)CCCCC1 (stereo not given)
→ 5%	-16%	-1.0%	-0.6	-1%	13%	i	-3%	-2%
> CCOc1ccc(CNc2nc3ccccc3n2C)cc1
→ 0%	1%	4.3%	-1.9	12%	u	i	11%	5%
> O=C(NC1CCCCC1)C(c1ccco1)N(CCc1ccccc1)C(=O)C(F)(F)F (stereo not given)
→ 9%	-3%	0.5%	0.7	-12%	-22%	i	-13%	11%
> COC(=O)Cc1ccc(NC(=S)NCCSc2ccc(Cl)cc2)cc1
→ -15%	-2%	-0.1%	0.2	-11%	-22%	i	2%	-3%
> O=C(NCc1ccccc1)C1c2ccccc2OCC(=O)N1CCc1c[nH]c2ccccc12 (stereo not given)
→ 3%	x	-0.4%	-0.2	x	x	i	x	11%
> COC(=O)c1sc(S(=O)(=O)N2CCCCC2C(=O)O)c(C(=O)OC)c1C (stereo not given)
→ -2%	0%	-0.4%	0.2	-4%	4%	i	-9%	4%
> Cc1cccc(C)c1OCc1cc(C(=O)N2CC3C[C@@H]4CC2C[C@H](C3)C4)no1
→ 0%	-1%	2.5%	1.6	1%	28%	i	-1%	13%

Assay outcomes deposited in PubChem by National Center for Advancing Translational Sciences (NCATS).

Some of the compounds tested; rates above refer to the full screens.
